Bioassay records as filed in PubChem.
FID counter – fluorescent intercalator displacement, NS3 helicase counter-screen; inhibition, % at 7.9 µM; DNA fluorescent intercalator displacement, fluorescence; 0.17% of 290,000 active; in the data active = inhibition above about 37%;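 note: 0% = vehicle and 100% = reference compound; higher means more ethidium bromide displaced from hairpin DNA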
CRFR2-BP ag – CRF-BP/CRF-R2 complex agonism; HEK293 CRF-R2/CRF-BP, calcium dye fluorescence (FLIPR); percent of saturating CRF peptide response; 0.46% of 350,000 active; activation, % at 13.2 µM;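 active = activation of at least 50%, plus an integration ratio under a set limit after plate pattern correction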;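 note: plate controls were neutral control wells without compound for no effect and CRF at EC100 for full effect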
UBC9 SUMO inh – blocks human SUMOylation mediated by UBC9. HTRF SUMOylation assay, SAE1/SAE2 + UBC9, in vitro. inhibition, % at 35 µM. 0.36% of 290,000 active; in the data active = inhibition above about 50%, passing the limit was not always enough; note: strong numbers were not always called active
Target sequence (P63279 whole entry, looked up): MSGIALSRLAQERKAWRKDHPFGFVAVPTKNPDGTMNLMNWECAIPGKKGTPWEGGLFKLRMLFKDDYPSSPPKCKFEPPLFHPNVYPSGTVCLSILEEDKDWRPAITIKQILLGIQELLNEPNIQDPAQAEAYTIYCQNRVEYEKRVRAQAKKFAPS
NS3 helicase inh – inhibitors of Hepatitis C virus NS3 helicase. AID 1800. 0.56% of 290,000 active. NS3 helicase DNA unwinding, Cy5 molecular beacon fluorescence. inhibition, % at 10.9 µM;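 active = inhibition above the mean of all tested compounds plus 3 SD, set per campaign, cut at about 35% in these data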;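 note: 0% = DMSO wells and 100% = thioflavine S control wells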
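Assay system: hepatitis C virus NS3 helicase domain fragment enzyme. Also added: annealed dual-labelled DNA beacon duplex, ATP-started. Timing: 1 h reaction at 25 °C, ATP-initiated. Technique: Cy5 fluorescence at 0 and 60 min, beacon hairpin quenching. Evaluation: % inhibition of unwinding. Replication: one well per compound.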
MEKK3 PB1 HTS – modulators (inhibitors or enhancers) of MEK5 binding to human MEKK3 PB1 domain; Q99759; bead-based flow cytometry, Alexa488-MEK5 binding to MEKK3; actives lie on both sides; 0 = blocked by unlabeled MEK5, 100 = vehicle; binding response (% of control), % at 10 µM; 1.4% of 290,000 active; AID 1529;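 active = binding response more than 3 SD above or below the average of its plate-row segment, actives on both sides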;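 note: Alexa488 bead fluorescence after subtracting the streptavidin-only scavenger bead signal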
Target sequence (Q99759 whole entry, looked up, the tested form may be a part): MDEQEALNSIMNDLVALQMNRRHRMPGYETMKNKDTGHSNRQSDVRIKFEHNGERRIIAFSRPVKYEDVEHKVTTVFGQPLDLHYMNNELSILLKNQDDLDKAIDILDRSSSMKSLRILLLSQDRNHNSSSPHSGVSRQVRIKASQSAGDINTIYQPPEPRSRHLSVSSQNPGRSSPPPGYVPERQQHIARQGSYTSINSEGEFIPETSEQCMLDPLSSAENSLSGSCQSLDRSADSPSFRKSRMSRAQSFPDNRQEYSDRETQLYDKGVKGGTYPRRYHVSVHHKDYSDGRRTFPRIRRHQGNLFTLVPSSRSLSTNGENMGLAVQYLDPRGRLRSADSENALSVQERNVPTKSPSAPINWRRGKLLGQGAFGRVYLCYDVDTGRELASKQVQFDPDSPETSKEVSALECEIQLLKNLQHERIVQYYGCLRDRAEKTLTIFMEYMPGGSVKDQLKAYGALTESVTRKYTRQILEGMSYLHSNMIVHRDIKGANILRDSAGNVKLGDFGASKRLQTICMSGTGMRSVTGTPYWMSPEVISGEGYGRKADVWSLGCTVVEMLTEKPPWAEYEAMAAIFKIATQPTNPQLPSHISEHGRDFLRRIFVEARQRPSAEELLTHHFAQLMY
CRFBP-R2 block – antagonists of CRF-binding protein/CRF-R2 receptor complex; HEK293 CRF-R2/CRF-BP, CRF-induced calcium fluorescence; inhibition, % at 11.8 µM; 0.59% of 350,000 active; AID 588475;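 active = inhibition of the ligand-induced calcium signal above about 50% at the single tested concentration, limit read from the data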
MEKK2 mut-MEK5 – signal of MEK5 binding to mutant human MEKK2 PB1 domain | bead flow cytometry, Alexa488-MEK5 binding to MEKK2 mutant | percent response, % at 10 µM | 0.35% of 290,000 active; in the data active = percent response above about 24%, passing the limit was not always enough; note: inactives centre near 1; some results filed as inactive read as strong as hits; reference of the scale not given here
MEKK2 WT-MEK5 – raises or lowers MEK5 binding to wildtype human MEKK2 PB1 domain | binding response (% of control), % at 10 µM | Q9Y2U5 | 1.1% of 290,000 active | bead flow cytometry, Alexa488-MEK5 binding to MEKK2 WT; actives lie on both sides; in the data active = binding response below about 67% or above about 130%
GalR3 antag – blocks the human galanin receptor 3; O60755; HEK293 GalR3-CNG cAMP membrane potential fluorescence; galR3 body fused to GalR1 C-terminus; inhibition, % at 3 µM; 0.44% of 360,000 active;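 active = inhibition above the screen-wide average plus 3 SD, cut at about 13% in these data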;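 note: forskolin and galanin both at EC90 stimulate the cells; cAMP rise reported by CNG channel membrane potential dye signal; 0% = forskolin plus galanin with DMSO and 100% = forskolin alone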
An asterisk follows results filed as active; / = no result given. This is a subset; count on the stated rates, not on these rows.

Every second line gives: FID counter	CRFR2-BP ag	UBC9 SUMO inh	NS3 helicase inh	MEKK3 PB1 HTS	CRFBP-R2 block	MEKK2 mut-MEK5	MEKK2 WT-MEK5	GalR3 antag
1: NC(=O)C1(NC(=O)[C@@H]2CC3(CC(c4cccc(NC(=O)[C@@H]5CCC(=O)N5)c4)=NO3)CN2C(=O)c2ccccc2)CC1 (some centres undefined)
 : -9	3.1	12	-2	104	2	3	108	-6
2: Cc1sccc1/C=N/NC(=O)c1ccco1
 : -4	0.4	3	3	97	0	4	96	-2
3: COc1cc(C2C3=C(CCCC3=O)Nc3[nH]n(-c4ccccc4)c(=O)c32)ccc1OC(C)=O (centres undefined)
 : -15	0.2	-6	-9	98	-8	-17	83	-4
4: COc1ccc2nc3cc(Cl)ccc3c(Nc3cc(CN4CCCC4)c(O)c(CN4CCCC4)c3)c2n1
 : 103*	/	6	-44	97	/	22	138*	-2
5: CCc1ccccc1NC1=NCC(=O)N1Cc1ccc2c(c1)OCO2
 : -4	-0.2	-21	5	100	8	2	102	1
6: O=C(/C(=C/O)N=Nc1ccccc1)c1ccncc1
 : -4	-1.6	-10	3	104	17	3	101	3
7: CCCC(=O)NC(c1cccs1)c1cc(Cl)c2cccnc2c1O (centres undefined)
 : -6	4.3	0	6	97	28	0	98	-2
8: CCCn1c(SCC(=O)NC2CCCCC2)nnc1-c1ccco1
 : -22	-0.3	-6	3	102	3	3	103	-8
9: Cn1nc(C(F)(F)F)c(-c2ccc(F)cc2)c1NC(=O)c1cccnc1
 : -8	10	14	2	128*	-5	28	118	-1
10: COc1ccc(/C=N/N2CCN(C)CC2)cc1O
 : -4	7.0	-15	2	103	1	3	104	4
11: CS(=O)(=O)N1CCC(C(=O)N2CCN(c3cccc(Cl)c3)CC2)CC1
 : -18	0.5	12	0	74	-4	-12	72	-3
12: CCOC(=O)CSc1nnc(COc2cccc(C)c2)o1
 : -7	-0.1	-7	8	103	3	-2	102	-3
13: O=C(Nc1ccc2c(c1)CCC2)c1c(F)cccc1Cl
 : -16	1.0	4	8	118	18	-4	111	2
14: Cc1ccc(N(CC(=O)NC2CCCC2)C(=O)CCCC(=O)Nc2ccccn2)cc1C
 : -19	1.3	-3	-8	105	5	8	110	-4
15: CCN1C(=O)C(O)(C2COC(C)(C)CC2=O)c2ccccc21 (centres undefined)
 : -9	-1.0	1	13	108	3	4	108	-3
16: CCc1ccc(Nc2n[n+](-c3ccccc3)c(/C=C/c3ccccc3)s2)cc1
 : -17	/	8	-65	108	/	25*	189*	/
17: CCCCOc1ccc(C(=O)Nc2ccc(CN3CCOCC3)cc2)cc1
 : 4	6.2	7	-42	105	-9	9	114	-8
18: Cc1cc(C)cc(CC2CC(=O)N(c3nc(C)cc(C)n3)C2=O)c1 (centres undefined)
 : -10	-0.6	/	-4	114	25	6	100	-4
19: Cc1cc(NC(=O)C2CCCN(S(=O)(=O)c3c(C)noc3C)C2)n[nH]1 (centres undefined)
 : 0	-0.5	12	-3	100	-7	0	101	/
20: CCO[C@H]1OC(C(=O)N2CCN(C)CC2)=C[C@@H](C(C)(C)C)[C@@H]1CCCO
 : -6	-1.7	12	8	94	3	4	103	-2
21: O=C1N/C(=N/Nc2ccccc2)S/C1=C\c1ccccc1
 : -6	3.3	19	30	/	-25	/	/	1
22: COC(=O)c1ccc(NS(=O)(=O)NC(=O)c2c[nH]c3ccccc23)cc1
 : 9	1.7	11	4	99	-25	2	98	-9
23: COCc1cc(C)n(CC(=O)Nc2cccc(C)c2)c(=O)c1C#N
 : -2	-0.6	-6	6	113	5	8	105	3
24: CCN(CC)C(=O)CSc1nc2c(sc(=S)n2-c2ccccc2)c(=O)[nH]1
 : -35	-1.0	10	10	106	2	8	109	-6
25: CN(C)c1ccc(C2C3C(=O)N(c4ccc(C(=O)O)cc4)C(=O)C3ON2c2ccccc2)cc1 (centres undefined)
 : -34	-1.9	2	24	106	-1	3	102	-1
26: Cc1cc2ncn(C(=O)N3CCC(C)CC3)c2cc1C
 : -25	-1.3	6	-10	97	16	10	97	-2
27: CC12CNCC(C)(CN(C3(O)C(=O)Nc4ccc(Br)cc43)C1)C2=O (centres undefined)
 : 1	-1.2	10	-8	99	6	-7	99	0
28: CCn1c2c(c(C)cc1=O)C(=O)CC(C)(C)C2
 : 0	5.4	1	6	100	-15	-2	99	-9
29: CN(C)CCN(Cc1ccco1)C(=O)c1oc2ccccc2c1NC(=O)COc1ccccc1
 : 38*	2.6	13	-71	103	-24	12	124	-4
30: Cc1c(NC(=O)C(C)OC(=O)C23CC4CC(CC(Br)(C4)C2)C3)c(=O)n(-c2ccccc2)n1C (centres undefined)
 : -7	-1.1	-5	-3	105	23	4	108	-3
31: C/C(=N/NC(=O)CNC(=O)c1ccccc1)c1ccc(C)cc1
 : -15	-1.9	-1	2	101	9	-6	99	-3
32: CC(=O)C1C(c2ccc(OC(F)F)cc2)NC(=O)NC1(O)C(F)(F)F (centres undefined)
 : -1	-0.4	-3	4	102	0	-1	106	1
33: CCc1onc(C)c1C(=O)Nc1ccc2c(c1)OCO2
 : -4	0.8	9	2	102	-14	6	104	/
34: COC(=O)c1cc2sccc2n1Cc1nc(-c2ccc(OC)cc2)oc1C
 : 5	4.0	-28	-1	106	-26	7	107	-4
35: CN(c1cc(=O)n2ccccc2n1)C1CCCCC1
 : -12	-2.9	-30	-4	108	-15	5	101	-4
36: CC1Cc2ccccc2N1S(=O)(=O)c1ccc2c(c1)n(C)c(=O)c(=O)n2C (centres undefined)
 : -3	-0.1	-9	6	103	3	-2	98	-2
37: CCOC(=O)CC1C(=O)NCCN1Cc1cccc(C(F)(F)F)c1 (centres undefined)
 : -14	-0.7	1	-2	104	3	10	105	1
38: CC(=O)c1cccc(N(C(=O)CS(=O)CC(=O)Nc2ccc(F)cc2)C(C(=O)NC2CCCCC2)c2ccc(C)o2)c1 (centres undefined)
 : -5	-2.4	3	3	101	1	1	105	-1
39: Cc1cccc(C)c1OCC(O)Cn1nnc2ccccc21 (centres undefined)
 : -16	-1.2	-21	5	99	65*	6	102	1
40: Cc1nn(C(C)C(=O)NCc2cccs2)c(C)c1[N+](=O)[O-] (centres undefined)
 : 1	-0.4	-4	-1	105	8	1	100	3
41: O=C(CCC1N=C2c3ccccc3N=C(SCc3cccc(Cl)c3)N2C1=O)NCc1ccco1 (centres undefined)
 : -44	0.1	13	33	103	8	-2	101	-2
42: COc1cc(C(=O)Oc2cccc(C)c2)cc(OC)c1OC
 : -9	-0.1	-6	6	109	4	19	111	1
43: COc1ccc(/C=C(\NC(=O)c2ccccc2)C(=O)N2CCN(C)CC2)cc1OC
 : -5	-0.6	-5	5	101	-3	-1	102	2
44: O=C(Nc1ccccc1O)c1ccc(Cl)cc1
 : -1	-0.6	18	0	94	24	-6	91	-4
45: O=C(OCC1OC2C(Oc3nc(=O)ccn32)C1O)c1ccccc1 (centres undefined)
 : -2	0.1	7	8	114	4	4	110	-1

Gathered by group, the entries above with four or more nitrogen atoms (9)
Every second line gives: FID counter	CRFR2-BP ag	UBC9 SUMO inh	NS3 helicase inh	MEKK3 PB1 HTS	CRFBP-R2 block	MEKK2 mut-MEK5	MEKK2 WT-MEK5	GalR3 antag
1: NC(=O)C1(NC(=O)[C@@H]2CC3(CC(c4cccc(NC(=O)[C@@H]5CCC(=O)N5)c4)=NO3)CN2C(=O)c2ccccc2)CC1 (some centres undefined)
 : -9	3.1	12	-2	104	2	3	108	-6
4: COc1ccc2nc3cc(Cl)ccc3c(Nc3cc(CN4CCCC4)c(O)c(CN4CCCC4)c3)c2n1
 : 103*	/	6	-44	97	/	22	138*	-2
8: CCCn1c(SCC(=O)NC2CCCCC2)nnc1-c1ccco1
 : -22	-0.3	-6	3	102	3	3	103	-8
9: Cn1nc(C(F)(F)F)c(-c2ccc(F)cc2)c1NC(=O)c1cccnc1
 : -8	10	14	2	128*	-5	28	118	-1
14: Cc1ccc(N(CC(=O)NC2CCCC2)C(=O)CCCC(=O)Nc2ccccn2)cc1C
 : -19	1.3	-3	-8	105	5	8	110	-4
19: Cc1cc(NC(=O)C2CCCN(S(=O)(=O)c3c(C)noc3C)C2)n[nH]1 (centres undefined)
 : 0	-0.5	12	-3	100	-7	0	101	/
24: CCN(CC)C(=O)CSc1nc2c(sc(=S)n2-c2ccccc2)c(=O)[nH]1
 : -35	-1.0	10	10	106	2	8	109	-6
40: Cc1nn(C(C)C(=O)NCc2cccs2)c(C)c1[N+](=O)[O-] (centres undefined)
 : 1	-0.4	-4	-1	105	8	1	100	3
41: O=C(CCC1N=C2c3ccccc3N=C(SCc3cccc(Cl)c3)N2C1=O)NCc1ccco1 (centres undefined)
 : -44	0.1	13	33	103	8	-2	101	-2
